Source: PubChem BioAssay (Southern Research Specialized Biocontainment Screening Center)
VEEV TC-83 Vero: inhibitors of VEEV TC-83 cytopathic effect, confirmation, Vero cells (AID 588727) | Vero cells, VEEV TC-83 cytopathic effect inhibition; higher % means a stronger effect | inhibition, % at 20 µM, or IC50 in µM where a hit was titrated | 0.13% of 350,000 active; in the data active means a potency from the dose series; inconclusive means inhibition mostly from about 14% at the one dose, without a potency; inactive means the rest, 99 in 100 with inhibition below about 12%; further: strong numbers were not always called active
M. tuberculosis: growth inhibition of non-replicating M. tuberculosis (AID 488890) | 0.39% of 320,000 active | inhibition, % at 25 µM, or IC50 in µM where a hit was titrated | Mycobacterium tuberculosis non-replicating, growth inhibition; higher % means a stronger effect; in the data active means a potency from the dose series; inconclusive means inhibition mostly from about 82% at the one dose, without a potency; inactive means the rest, 99 in 100 with inhibition below about 76%;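 further: plate controls were DMSO cells for no effect and high antibiotic wells for full effect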
M. tuberculosis HTS: M. tuberculosis growth inhibition, HTS (AID 449762) | M. tuberculosis H37Rv growth inhibition, 7H9 media; higher % means a stronger effect | inhibition, % at 25 µM, or IC50 in µM where a hit was titrated | 0.59% of 330,000 active; in the data active means a potency from the dose series; inconclusive means inhibition above about 70% without an active follow-up result;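 further: bacterial growth assessed after seven days of incubation; strong numbers were not always called active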
PhoP GFP inhibition: PhoP regulon inhibitors, Salmonella typhi PhoP promoter GFP reporter, confirmatory (AID 1850). Salmonella Typhi PhoP-promoter GFP reporter, fluorescence, 4 h; higher % means a stronger effect. one-dose inhibition, % at 50 µM; IC50 in µM for titrated hits. 0.33% of 310,000 active; in the data active means a potency from the dose series; inconclusive means inhibition mostly from about 25% at the one dose, without a potency; inactive means the rest, 99 in 100 with inhibition below about 19%;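 further: 0% = induced wells with vehicle and 100% = uninduced wells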
influenza NS1A: H1N1 influenza NS1A inhibitors, functional cell based assay (AID 504329). 0.3% of 340,000 active. inhibition, % at 12.5 µM, or IC50 in µM where a hit was titrated. NS1A functional cell-based assay, percent inhibition; higher % means a stronger effect; in the data active means a potency from the dose series; inconclusive means inhibition above about 27% without an active follow-up result; further: strong numbers were not always called active
VEEV TC-83 Vero 10K pilot screen: second read-out of VEEV TC-83 Vero, no call of its own (marks repeat the call); inhibition, %; measured here: 10K pilot screen inhibition
Starred values were filed as active, the others as inactive; i = inactive; ? = inconclusive; / = not tested or not shown; & = joins results of further samples.

SMILES	VEEV TC-83 Vero	M. tuberculosis	M. tuberculosis HTS	PhoP GFP inhibition	influenza NS1A	others
Cc1ccc(S(=O)(=O)C(C#N)c2nc3ccccc3nc2N2CC(C)OC(C)C2)cc1C (configuration not stated)	i	22%	-16%	-26%	-1%
Cc1cccc(/C=N/NC(=O)c2cccc(Cl)c2)n1	1.7%	?	16%	-8%	-5%
O=C(O)c1cnn2c(C(F)F)cc(C(F)F)nc12	i	-1%	-9%	-2%	-2%
COCCN1C(=O)C(=O)/C(=C(/O)c2ccc(S(=O)(=O)N3CCOCC3)cc2)C1c1cccc(OC)c1 (configuration not stated)	2.0%	-6%	5%	-1%	0%
CCc1cc(CNC(=O)C2CCC(=O)N(CCc3cccc(F)c3)C2)on1 (configuration not stated)	0.5%	/	/	/	-4%
Cc1ccc(-c2ccc(=O)n(Cc3cc(C)ccc3C)n2)cc1	i	12%	14%	8%	-4%
COc1ccc(CC(=O)NNC2=Nc3cccc4cccc2c34)cc1	i	-12%	-4%	0%	/
Clc1ccc(-c2cn3nc4c(nc3n2)CCCC4)cc1	0.6%	10%	-4%	-14%	-7%
COc1ccccc1NS(=O)(=O)c1cccc(C(=O)N(C)Cc2cccs2)c1	4.7%	14%	1%	2%	-9%
O=C(CCNC(=O)c1ccccc1Cl)Nc1cc(S(=O)(=O)N2CCOCC2)ccc1N1CCCC1	1.4%	10%	3%	-1%	8%
Cn1c(=O)c2c(nc(CN3CCN(c4ccccc4)CC3)n2CCc2ccccc2)n(C)c1=O	1.1%	12%	10%	3%	5%
CCCc1cc2c(=O)c(-c3ccc4c(c3)OCCO4)coc2cc1OS(C)(=O)=O	7.2%	44%	5%	8%	-8%
Cc1csc(NC(=O)CN2C(=O)COc3ccc(Cl)cc32)n1	2.9%	3%	4%	4%	-4%
COc1ccccc1/C=C/C(=O)NCC(=O)N=Nc1c(O)[nH]c2ccccc12	6.6%	10%	1%	-2%	-5%
CCOC(=O)c1cc(C#N)c(SCC(=O)OC)[nH]c1=O	0.3%	4%	5%	10%	13%
CCOC(=O)C[N+](C)(C)CCOC1CC2CCC1(C)C2(C)C (configuration not stated)	i	-7%	0%	-5%	0%
O=C(O)c1ccccc1NCc1ccsc1	0.1%	-4%	-1%	-17%	-15%
CN(Cc1ccco1)C(=O)C1CCC(=O)N1Cc1ccc(F)cc1 (configuration not stated)	1.5%	-2%	0%	0%	1%
Cc1ccc(NC(=O)CN2C(=O)S/C(=C\c3ccccn3)C2=O)cc1C	i	-13%	-10%	6%	-5%
CCn1nc(C(=O)OCc2c(C)noc2C)c2ccccc2c1=O	0.9%	3%	3%	-7%	-1%
CCn1ccnc1CN1CCCC(C(=O)c2cc(F)ccc2OC)C1 (configuration not stated)	i	41%	-3%	3%	-2%
Cc1ccc(NC(=O)c2ccc3c(c2)nnn3C)cc1	1.3%	-8%	4%	-4%	-9%
Nc1nc(SCc2nc3sc4c(c3c(=O)[nH]2)CCCC4)n[nH]1	3.9%	17%	-5%	-9%	-1%
O=C(CCNC(=O)c1ccco1)Nc1ccc(Cl)c(C(F)(F)F)c1	2.3%	4%	-8%	22%	7%
Cc1ccc(CSc2ccc3nnc(-c4ccccn4)n3n2)cc1	5.3%	38%	2%	-10%	11%
Cn1nnnc1SCC(=O)Nc1ccc(C(=O)N2CCN(Cc3ccccc3F)CC2)cc1	2.0%	3%	5%	/	-8%
O=C(COC(=O)COc1ccc(Cl)cc1)NC1CCS(=O)(=O)C1 (configuration not stated)	i	-4%	-7%	/	1%
CC(C)(Cc1ccccc1)/[N+]([O-])=C\c1ccccc1	1.1%	49%	-8%	8%	-1%
CCOC(=O)C1CCN(Cc2nc(-c3ccc(OC)c(OC)c3)no2)CC1	2.3%	36%	0%	24%	-12%
Cn1cc([N+](=O)[O-])c(C(=O)N/N=C/c2cc3c(cc2Br)OCO3)n1	0.7%	35%	-3%	14%	16%

Entries shown so far that contain an aryl methoxy group:
SMILES	VEEV TC-83 Vero	M. tuberculosis	M. tuberculosis HTS	PhoP GFP inhibition	influenza NS1A	others
COCCN1C(=O)C(=O)/C(=C(/O)c2ccc(S(=O)(=O)N3CCOCC3)cc2)C1c1cccc(OC)c1 (configuration not stated)	2.0%	-6%	5%	-1%	0%
COc1ccc(CC(=O)NNC2=Nc3cccc4cccc2c34)cc1	i	-12%	-4%	0%	/
COc1ccccc1NS(=O)(=O)c1cccc(C(=O)N(C)Cc2cccs2)c1	4.7%	14%	1%	2%	-9%
COc1ccccc1/C=C/C(=O)NCC(=O)N=Nc1c(O)[nH]c2ccccc12	6.6%	10%	1%	-2%	-5%
CCn1ccnc1CN1CCCC(C(=O)c2cc(F)ccc2OC)C1 (configuration not stated)	i	41%	-3%	3%	-2%
CCOC(=O)C1CCN(Cc2nc(-c3ccc(OC)c(OC)c3)no2)CC1	2.3%	36%	0%	24%	-12%

(listing goes on)
SMILES	VEEV TC-83 Vero	M. tuberculosis	M. tuberculosis HTS	PhoP GFP inhibition	influenza NS1A	others
O=C(NCCc1ccccc1)C1CCCN1C(=O)Nc1ccc(Cl)cc1 (configuration not stated)	i	27%	1%	-11%	0%
CC(=O)Oc1ccc(C(=O)Nc2ccc(S(=O)(=O)NCC3CCCO3)cc2)cc1 (configuration not stated)	0.5%	-14%	-3%	1%	-9%
CCOC(=O)C1CCCN(C(=S)Nc2ccc(S(=O)(=O)N3CCOCC3)cc2)C1 (configuration not stated)	0.4%	42%	-2%	/	-9%
O=C(c1cccs1)c1ccc(-c2cccs2)s1	4.0%	62%	7%	-4%	7%
COc1ccc(C(=O)N/N=C/C23CC[C@@H](O)CC2(O)CC[C@@H]2[C@@H]3CCC3(C)C(C4=CC(=O)OC4)CCC23O)cc1 (some centres not stated)	42%	-1%	-3%	1%	-8%
COc1ccc(NC(=O)c2c[nH]c(=O)n(-c3ccc(C)c(C)c3)c2=O)c(OC)c1	1.4%	/	/	/	-11%
CS(=O)(=O)N1CCc2cc(C(=O)Nc3ccccc3Cl)ccc21	2.1%	-2%	13%	10%	1%
CCOc1ccc(CN2CCN(Cc3cccn3-c3cccnc3)CC2CCO)cc1 (configuration not stated)	0.0%	27%	13%	-6%	-2%
Cc1cc(C)c(NC(=O)CN(C)CC(=O)N(C)CC(=O)Nc2c(Cl)cccc2Cl)c(C)c1	0.4%	32%	-1%	/	-2%
Cc1ccsc1/C=C1/SC(=O)N(CC(=O)N2CCOCC2)C1=O	4.7%	-7%	-6%	-2%	-3%
CCCCOC(=O)c1ccc(OC(=O)N2CCOCC2)cc1	i	42%	7%	12%	-1%
CC1Cc2ccccc2N1C(=O)CSc1nc2ccccc2n1CC(=O)N1CCOCC1 (configuration not stated)	0.3%	7%	7%	-5%&-4%	-19%
COc1ccc(-c2ccc(SCC(=O)N3CCOCC3)nn2)cc1	2.7%	-2%	-10%	0%	0%	VEEV TC-83 Vero 10K pilot screen=1.6
C[C@@]12C(=O)Nc3ccc(F)cc3C(=O)N1[C@H]1c3cc(Cl)ccc3OC[C@@H]1[C@@H]2c1ccccc1	3.1%	72%	20%	/	3%
O=C(Nc1ccccc1)c1ccccc1NC(=O)C(F)(F)F	i	-1%	25%	5%	-7%
CC1CN(C(=O)COc2coc(CN3CCc4ccccc4C3)cc2=O)CC(C)O1 (configuration not stated)	1.4%	-3%	-8%	3%	-15%
Cc1cc(C)n(-c2cc(N3CCN(C(=O)c4ccc(C(C)(C)C)cc4)CC3)ccc2[N+](=O)[O-])n1	i	36%	-3%	-11%	7%
CCn1c(COc2ccccc2C)nnc1SCc1nc2ccccc2c(=O)[nH]1	/	-8%	-7%	2%	/
CC[C@H]1c2[nH]c3ccc(C(C)C)cc3c2[C@@H]2CCN3C(=O)CCC[C@H]1[C@H]23	0.8%	/	/	/	11%
CCOC(=O)N1CCN(C(=O)c2ccc(OCC)cc2)CC1	0.7%	-3%	2%	-2%	-4%
COC(=O)CN1CCN(C(=O)c2ccco2)CC1	1.4%	8%	0%	11%	-8%
CC(=O)c1ccc(S(=O)(=O)N(C)CC(=O)NCc2ccco2)cc1	2.2%	9%	-8%	/	-1%
COc1ccc(N2CCN(C(CNC(=O)C(C)C)c3ccc4c(c3)OCO4)CC2)cc1 (configuration not stated)	i	3%	-3%	-1%	-3%
COc1ccc(Nc2nc(NCc3ccco3)nc(N/N=C/c3ccccc3F)n2)cc1	9.5%	60%	10%	-7%	40%
CCOC(=O)C1CCN(C(=O)COc2ccc3c(C)cc(=O)oc3c2)CC1	2.0%	-6%	3%	-9%	4%
COc1ccc(NC(=O)CN2C(=O)c3ccccc3S2(=O)=O)cc1OC	0.1%	-12%	-5%	-8%	-4%
CC(=O)c1ccc(N(C(=O)CNC(=O)c2cccs2)C(C(=O)NCC2CCCO2)c2ccccc2)cc1 (configuration not stated)	i	-8%	-7%	-1%	-7%
CC1CCc2cc(F)ccc2N1C(=O)C1(C)CC1(Cl)Cl (configuration not stated)	i	9%	4%	2%	2%
NS(=O)(=O)c1ccc(CCNC(=O)c2nc(CS(=O)(=O)c3ccc(Cl)cc3)no2)cc1	1.4%	26%	7%	3%	-4%
CSc1nc(Oc2ccc3ccccc3c2)c2ccccc2n1	4.9%	30%	8%	4%	-7%

Continued; the last two above are carried over.
SMILES	VEEV TC-83 Vero	M. tuberculosis	M. tuberculosis HTS	PhoP GFP inhibition	influenza NS1A	others
NS(=O)(=O)c1ccc(CCNC(=O)c2nc(CS(=O)(=O)c3ccc(Cl)cc3)no2)cc1	1.4%	26%	7%	3%	-4%
CSc1nc(Oc2ccc3ccccc3c2)c2ccccc2n1	4.9%	30%	8%	4%	-7%
C#Cc1ccc([C@H]2C=C(C(=O)OCC=C)O[C@@H](OCCCCO)C2)cc1	0.5%	-22%	4%	2%	3%
C/C(=C\c1cccc(Br)c1)C(=O)c1c(C)cc(C)[nH]c1=O	i	-3%	4%	-8%	-10%
Cc1ccc(NCc2nnc(SCC(=O)Nc3cc(C)on3)n2C)cc1	0.9%	9%	-3%	-11%	-1%
COC(=O)C(=NNc1c(C)n(C)n(-c2ccccc2)c1=O)C(=O)OC	2.6%	-8%	5%	-6%	-4%
O=C(Cc1ccccc1)NCC1CCCO1 (configuration not stated)	i	10%	-12%	16%	6%
Cc1ccc(S(=O)(=O)N(C)c2ccc(OC(C)C(=O)N3CCCC3)cc2)cc1C (configuration not stated)	1.3%	5%	-2%	-7%	3%
Cc1cc(NC(=O)Cn2cnc3c(nnn3-c3ccc(C)c(Cl)c3)c2=O)no1	0.3%	37%	3%	1%	-4%
O=C(NCC1CCCO1)c1cccc(Br)c1 (configuration not stated)	i	20%	2%	2%	19%
COc1cccc([C@@H]2Oc3ccc(OC)cc3C(=O)[C@H]2O)c1	0.6%	29%	-8%	-1%	-9%	VEEV TC-83 Vero 10K pilot screen=3.3
O=c1c(Cc2ccccc2)c(O)ccn1CCc1cnc[nH]1	0.4%	1%	-7%	1%	-4%
COc1ccc(/C=C/C(=O)OCC(=O)c2c(N)n(C)c(=O)n(C)c2=O)c(OC)c1	0.3%	7%	13%	9%	3%
CC(C)S(=O)(=O)N1CCN(c2ccnc3cc(Cl)ccc23)CC1	6.8%	19%	-1%	-1%	/
Nn1c(SCC(=O)N2CCCCC2)nnc1-c1ccncc1	i	10%	6%	15%	-4%
COc1cc2cc(C(=O)N[C@@H](Cc3ccccc3)C(=O)O)n(C)c2c(OC)c1OC	1.6%	3%	-3%	-3%	-4%
COc1ccc(/C=C(/NC(=O)c2ccccc2)C(=O)NC(Cc2c[nH]c3ccccc23)C(=O)O)cc1 (configuration not stated)	1.7%	-10%	0%	-1%	0%
COc1cccc(Oc2c(C)oc3cc(OC(=O)N(C)C)ccc3c2=O)c1	i	36%	3%	1%	2%
O=S(=O)(CCNCc1cccs1)c1ccc(Cl)cc1	1.6%	15%	1%	2%	-4%
Cc1ccc(-c2cnc(-c3ccncc3)o2)cc1	i	23%	4%	2%	-7%
CC(C)(C)C(=O)OC/C(N)=N/OC(=O)c1ccc(Cl)cc1	i	76%	-3%	0%	-21%
CC(=O)c1ccc(NCC(=O)N2CCN(S(=O)(=O)c3ccccc3)CC2)cc1	2.6%	0%	-14%	/	-6%
CC(C)N(C(=O)[C@H]1C[C@H](CC(=O)NCCc2ccccn2)C(=O)N2CCc3c([nH]c4cc(CCC(=O)N(C)C)ccc34)[C@]12C)C(C)C	i	/	/	/	-8%
CC(C)(C)c1cc(C(=O)NNC(=O)Nc2ccccc2)n(Cc2ccccc2)n1	1.2%	15%	8%	-7%	-4%
COc1ccc(NS(=O)(=O)c2cc(NC(=O)c3sccc3C)ccc2N2CCOCC2)cc1	1.2%	-1%	10%	10%	-6%
